# High-throughput results from PubChem.
# TRHR PAM: allosteric enhancers of human TRH receptor; P34981; TRHR cells, fluo-8 calcium fluorescence, EC20 TRH enhancement; enhancement, % at 2 µM; 0.66% of 360,000 active; AID 493056; in the data active means enhancement above about 30%; further: 0% is about no effect
# Target sequence (P34981 whole entry, looked up): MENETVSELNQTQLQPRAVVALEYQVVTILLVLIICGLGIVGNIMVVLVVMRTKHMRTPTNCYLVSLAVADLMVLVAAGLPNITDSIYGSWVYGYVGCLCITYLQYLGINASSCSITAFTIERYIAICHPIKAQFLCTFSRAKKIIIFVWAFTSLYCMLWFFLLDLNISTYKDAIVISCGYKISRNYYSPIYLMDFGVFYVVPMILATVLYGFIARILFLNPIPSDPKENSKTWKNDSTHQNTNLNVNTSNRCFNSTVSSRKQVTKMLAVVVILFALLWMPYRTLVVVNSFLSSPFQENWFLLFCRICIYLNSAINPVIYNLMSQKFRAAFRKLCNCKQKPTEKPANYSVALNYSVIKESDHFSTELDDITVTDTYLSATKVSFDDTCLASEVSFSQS
#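 Enhancer read-out: after compound pinning and an initial kinetic agonist-mode read, an EC20 of TRH (10 nM final) was injected and fluo-8 calcium signal (Ex 480/Em 530) followed at 1 s/cycle for 100 cycles in TRHR-expressing cells.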
# USP1-UAF1 inh: inhibitors of human USP1/UAF1 deubiquitinase; recombinant USP1/UAF1, Ub-Rhodamine cleavage fluorescence; Potency, µM (series often up to 57.1 µM), for the others: at the top dose activity change, negative = inhibition, usual class: inhibitors; 0.23% of 390,000 active; AID 743255; further: potency means the concentration at half of the fitted maximal effect; on the % scale 0 is the no-effect control and ±100 the full control effect; nearly all actives have a fitted effect of over 60% in size; inactives centre near -12
#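 USP1/UAF1 complex at 1 nM was preincubated with compound for 15 min at room temperature, then Ub-Rho substrate (150nM final) was added. Fluorescence (480/540 nm) was read kinetically, 6 reads every 60 seconds.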
# D2 antag: antagonizes the human D2 dopamine receptor; AID 485344; inhibition, % at 10 µM; 2% of 340,000 active; HEK293 TREx D2 cells, calcium flux, dopamine EC80; in the data active means inhibition above about 30%; further: 0% is about no effect
#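 Measurement of antagonist activity uses fluorescent calcium dye in inducible HEK293 T-REx D2 cells: 10 s baseline, compound addition with 180 s read, EC80 dopamine addition with a further 180 s read.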
# TRHR agonist: TRH receptor (human) agonism | P34981 | TRHR cells, calcium flux fluo-8, FDSS agonist mode | activation, % at 2 µM | 0.18% of 360,000 active; in the data active means activation above about 30%; further: 0% is about no effect
#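 Steps: seed TRHR cells overnight; add fluo-8 no-wash Ca dye, RT 30 min–1.5 h; record 10 s baseline; pin-transfer compounds; monitor fluorescence 1 cycle/s for the agonist window. Calcium increases flag candidate agonists.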
# TrxR1 substrate: rat thioredoxin reductase 1 substrate activity. Potency, µM (doses to about 114 µM), for inactives: at the top dose activity change, negative = substrate turnover. purified TrxR1 substrate turnover, NADPH consumption readout. 0.01% of 390,000 active. O89049. AID 588456; further: potency means the concentration at half of the fitted maximal effect; on the % scale 0 is the no-effect control and ±100 the full control effect; nearly all actives have a fitted effect of over 50% in size
#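 Rat TrxR1, dispensed at 90 nM, was prereduced with 400 uM NADPH (final) for 5 min at ~22 deg C, then incubated with compound 15 min before 400 uM selenite. A first-read NADPH fluorescence drop versus no-compound background flagged substrates.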
# PI4K2A block: blocks human PI4K2A kinase activity; activity change, negative = inhibition, % at 76.9 µM; Q9BTU6; AID 1346378; purified PI4K2A, ADP-Glo luminescence, 1 h; stronger effect = lower value; 0.13% of 420,000 active; in the data active means activity change below about -50%; inconclusive means mostly about -30% to -49%;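 further: -100% = wells without enzyme as full effect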
#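 PI4K2A activity was measured by ADP-Glo luminescence: enzyme (4 ug/mL stock) and phosphatidylinositol (1.2 mM stock) in Tris pH 7.5/MgCl2/EGTA/Triton X-100 buffer were reacted with ATP (300 microM stock) for one hour at ambient temperature.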
# D2 ag: activates the human D2 dopamine receptor | P14416 | HEK293 T-REx D2 cells, calcium flux agonist mode | activation, % at 2 µM | 0.53% of 340,000 active;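 active means activation over 3 SD above normal in the single-dose calcium agonist read, cut at about 30% in these data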; further: 0% is about no effect
#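 In this primary screen, compounds producing a positive calcium signal within 180 s of addition to tetracycline-induced, force-coupled HEK293 Trex D2 cells are flagged; cells are dye-loaded with a no-wash calcium kit beforehand.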
# mIDH1 inhibitor: blocks human mutant IDH1 R132H enzyme. O75874. IDH1-R132H enzyme, NADPH consumption, diaphorase/resazurin fluorescence. Potency, µM (titrated, usually from 76.6 µM), for the others: at the top dose activity change, negative = inhibition, usual class: inhibitors. 0.093% of 390,000 active; further: potency means the concentration at half of the fitted maximal effect; on the % scale 0 is the no-effect control and ±100 the full control effect; nearly all actives have a fitted effect of over 65% in size
# Target sequence (O75874 whole entry R132H, stated change not applied): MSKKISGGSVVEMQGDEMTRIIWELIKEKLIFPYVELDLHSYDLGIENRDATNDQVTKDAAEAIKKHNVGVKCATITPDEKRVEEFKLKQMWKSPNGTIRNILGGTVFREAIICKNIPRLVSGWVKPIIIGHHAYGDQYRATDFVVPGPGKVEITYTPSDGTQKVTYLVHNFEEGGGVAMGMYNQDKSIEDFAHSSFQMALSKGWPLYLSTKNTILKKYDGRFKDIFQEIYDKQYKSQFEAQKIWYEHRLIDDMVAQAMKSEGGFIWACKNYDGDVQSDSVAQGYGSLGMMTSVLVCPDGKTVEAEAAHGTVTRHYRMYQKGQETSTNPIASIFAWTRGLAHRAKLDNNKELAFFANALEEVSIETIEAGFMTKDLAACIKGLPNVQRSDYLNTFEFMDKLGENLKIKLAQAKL
#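 IDH1-R132H (0.5 ug/mL dispensed) in pH 7.5 Tris buffer was preincubated 30 min with compound, then given a substrate mix of 0.016 mM NADPH and 2 mM alpha-KG for 80 min at room temperature; remaining NADPH was read by diaphorase/resazurin fluorescence.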
# rTrxR1 inhibitor: rat TrxR1 inhibition; O89049; recombinant rTrxR1, NADPH fluorescence consumption, selenite substrate; Potency, µM (highest dose often 114 µM), for inactives: at the highest dose activity change, negative = inhibition, most hits filed as inhibitors; 1% of 390,000 active; AID 588453; further: potency means the concentration at half of the fitted maximal effect; on the % scale 0 is the no-effect control and ±100 the full control effect; nearly all actives have a fitted effect of over 65% in size
#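 Rat TrxR1 (90 nM in the dispensed reagent) was pre-reduced with 400 uM NADPH for 5 min at room temperature, then incubated with compound for 15 min. After 400 uM selenite was added, NADPH fluorescence (Ex 340/Em 450 nm) was followed for 8 min.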
# Active calls of the source: *; ? = inconclusive; · = no result given; & = joins results of further samples; [ ] = dose if it differs, or a comment. Unless noted, the call rests on the fitted dose curve; in most records, active means well fitted inhibition curve with a large enough effect; inconclusive means small, poorly fitted or top-dose-only effect; inactive means no such curve, though single readings can be large or run the other way.
entry | structure | PI4K2A block | USP1-UAF1 inh | D2 ag | TRHR agonist | TRHR PAM
1 | CCN(CC)S(=O)(=O)c1ccc(C)c(NC(=O)COc2ccc3c(C)cc(=O)oc3c2)c1 | 3 | -24% | -0.6 | -0.8 | 1
2 | COC(=O)c1ccc2c(=O)n(CCN3CCOCC3)c(SCC(=O)Nc3ccc(OC)cc3OC)nc2c1 | 2 | -22% | 0.3 | -0.2 | -4
3 | Cn1c(=O)oc2cc(S(=O)(=O)NCC3CCCO3)ccc21 (stereo unspecified) | 0 | -1% | · | · | ·
4 | COc1ccc(/C=C/C(=O)C2CC2)cc1COc1c(C)cccc1C | -3 | ? | 0.9 | 1.6 | 4
5 | COc1ccc(/C(C)=C2/SC(=S)N(CCC(=O)O)C2=O)cc1 | -10 | -10% | 0.3 | 0.5 | -4
6 | Cc1cc(=O)[nH]c(SCC(=O)NCC2CCCCC2)c1C#N | 0 | -15% | · | -1.4 | -3
7 | Cc1ccc(C(=O)OCC(=O)NCc2cccs2)c(C)c1 | 2 | -7% | 0.0 | 0.7 | -3
8 | Cc1ccc(CNC(=O)c2ccc(-c3nc(CS(=O)(=O)c4ccc(C)cc4)c(C)o3)cc2)cc1 | 6 | ? | 0.0 | 0.5 | 5
9 | CCOC(=O)c1ccccc1NC(=O)CSc1ccc(-c2sc(-c3ccccc3)nc2C)nn1 | -1 | -18% | 0.1 | 0.8 | 8
10 | NS(=O)(=O)c1ccc(NC(=O)N[C@@H](Cc2ccccc2)C(=O)O)cc1 | 9 | 0% | -1.4 | 0.5 | -4
11 | COc1cc(CN2CCN(Cc3ccc(SC)cc3)CC2)cc(OC)c1O | 0 | -6% | -1.5 | 0.9 | 5
12 | Cc1cc(NC(=O)Nc2cccc(C(F)(F)F)c2)n(C)n1 | -2 | 1% | 0.8 | 1.0 | 6
13 | COc1ccc2c(c1OC)C(=O)N(c1cccc(C)c1)C2 | -24 | -5% | 0.4 | -0.8 | 0
14 | CC(C)c1ccc(NC(=O)NC2CC3CCC(C2)N3Cc2cccs2)cc1 (stereo unspecified) | 0 | 1% | 0.6 | 1.4 | 5
15 | O=C(CCn1ccc([N+](=O)[O-])n1)Nc1nccs1 | 5 | -4% | 1.0 | 0.4 | 3

entry | mIDH1 inhibitor | D2 antag | rTrxR1 inhibitor | TrxR1 substrate
1 | -3% | -1 | -21% | 7%
2 | 2% | 8 | -2% | -10%
3 | 0% | · | 4% | 2%
4 | 3% | 10 | 25%[57.1 µM] | 13%[57.1 µM]
5 | 0% | 7 | 14% | 8%
6 | 0% | · | 4% | 1%
7 | 19% | -8 | 13% | -2%
8 | -4% | · | -10% | 0%
9 | -24% | · | 15% | 6%
10 | 0% | 3 | -3% | -5%
11 | 11% | -23 | ? | -4%
12 | 9% | 13 | 14%[57.1 µM] | -4%
13 | 1% | 6 | -10% | -2%
14 | 4% | -11 | 17% | -4%
15 | 6% | 23 | 29%[57.1 µM] | 2%[57.1 µM]

# Part of the list above in order of SMILES length, smallest number first.
entry | structure | PI4K2A block | USP1-UAF1 inh | D2 ag | TRHR agonist | TRHR PAM
7 | Cc1ccc(C(=O)OCC(=O)NCc2cccs2)c(C)c1 | 2 | -7% | 0.0 | 0.7 | -3
11 | COc1cc(CN2CCN(Cc3ccc(SC)cc3)CC2)cc(OC)c1O | 0 | -6% | -1.5 | 0.9 | 5
5 | COc1ccc(/C(C)=C2/SC(=S)N(CCC(=O)O)C2=O)cc1 | -10 | -10% | 0.3 | 0.5 | -4
9 | CCOC(=O)c1ccccc1NC(=O)CSc1ccc(-c2sc(-c3ccccc3)nc2C)nn1 | -1 | -18% | 0.1 | 0.8 | 8
2 | COC(=O)c1ccc2c(=O)n(CCN3CCOCC3)c(SCC(=O)Nc3ccc(OC)cc3OC)nc2c1 | 2 | -22% | 0.3 | -0.2 | -4
8 | Cc1ccc(CNC(=O)c2ccc(-c3nc(CS(=O)(=O)c4ccc(C)cc4)c(C)o3)cc2)cc1 | 6 | ? | 0.0 | 0.5 | 5

entry | mIDH1 inhibitor | D2 antag | rTrxR1 inhibitor | TrxR1 substrate
7 | 19% | -8 | 13% | -2%
11 | 11% | -23 | ? | -4%
5 | 0% | 7 | 14% | 8%
9 | -24% | · | 15% | 6%
2 | 2% | 8 | -2% | -10%
8 | -4% | · | -10% | 0%

# Remaining list, next part
entry | structure | PI4K2A block | USP1-UAF1 inh | D2 ag | TRHR agonist | TRHR PAM
16 | COc1ccccc1C(=O)N1CCN(CCNC(=O)C(=O)Nc2ccc(Br)c(C)c2)CC1 | 3 | -25% | 0.1 | 0.1 | -3
17 | COc1ccc2cc(C(=O)NCc3ccccc3)c(=O)oc2c1 | 0 | -18% | 0.2 | 0.0 | -4
18 | CCN(CC)S(=O)(=O)c1ccc(OC)c(-n2cnnn2)c1 | 1&2 | -9%&-15% | -1.0&-0.2 | 0.5&-1.0 | -1&-3
19 | CCN(Cc1cc(=O)n2ccsc2n1)Cc1nc2ccccc2c(=O)[nH]1 | 4 | -11% | 7.2 | -0.1 | 6
20 | C/C(CC(=O)Nc1ccc2c(c1)OCCO2)=N\NC(=O)Cc1ccc(Cl)cc1 | 1 | -13% | -0.7 | -0.1 | 2
21 | CCn1c(SCC(=O)NC2=NCCS2)nnc1C(C)NC(=O)c1ccccc1Br (stereo unspecified) | -2 | -3% | -0.3 | 0.4 | 3
22 | O=[N+]([O-])c1ccc(Cl)c(NC(=S)N2CCCC2)c1 | 0 | -21% | -2.0 | -0.5 | 2
23 | CCCCNC(=O)c1cccnc1SCC(=O)Nc1ccccc1OC | 2 | -6% | -0.2 | -0.4 | -2
24 | CC(Oc1ccc(F)cc1)C(=O)Nc1cc(-c2ccc(F)c(F)c2)no1 (stereo unspecified) | 4 | -11% | -1.4 | -0.5 | 1
25 | O=C(Nn1c(SCc2ccc(F)cc2)nc2ccsc2c1=O)c1ccccc1 | -6 | -24% | -0.7 | -0.3 | -3
26 | COc1cccc(NC(=O)c2oc3ccccc3c2NC(=O)C2CC2)c1 | 10 | -23% | 0.7 | 0.0 | -8

entry | mIDH1 inhibitor | D2 antag | rTrxR1 inhibitor | TrxR1 substrate
16 | -5% | 8 | 22% | -1%
17 | 12% | 1 | 29% | 50%[activator]
18 | 8% | 6 | 23%[57.1 µM] | -11%[57.1 µM]
19 | 6% | -22 | -1%[57.1 µM] | 5%[57.1 µM]
20 | -2% | -22 | 9%[57.1 µM] | 0%[57.1 µM]
21 | -4% | -14 | 25% | 11%
22 | -6% | -3 | -8% | -7%
23 | 4% | -1 | 3% | -1%
24 | · | · | 26% | 1%
25 | 6% | 4 | -7% | -10%
26 | -3% | 8 | 25%[57.1 µM] | 6%[57.1 µM]
